Screens (PubChem BioAssay)
BoNT A protease = BoNT A light chain protease inhibition | AID 588499 | multiplex microsphere protease substrate cleavage, flow cytometry | 360,000 tested, 0.17% active | inhibition, % at 10 µM; in the data active means inhibition above about 30%; inconclusive means no clear call, values can overlap the other calls; further: plate controls were buffer without enzyme for full effect and enzyme alone for no effect
Mtb UGM inh = inhibitors of M. tuberculosis UDP-galactopyranose mutase | inhibition, % at 10 µM | AID 504406 | purified UGM, fluorescence polarization probe displacement | 320,000 tested, 0.06% active; in the data active means inhibition above about 10%, passing the limit was not always enough; inconclusive means no clear call, values can overlap the other calls
Target sequence (P9WIQ1 whole entry, looked up): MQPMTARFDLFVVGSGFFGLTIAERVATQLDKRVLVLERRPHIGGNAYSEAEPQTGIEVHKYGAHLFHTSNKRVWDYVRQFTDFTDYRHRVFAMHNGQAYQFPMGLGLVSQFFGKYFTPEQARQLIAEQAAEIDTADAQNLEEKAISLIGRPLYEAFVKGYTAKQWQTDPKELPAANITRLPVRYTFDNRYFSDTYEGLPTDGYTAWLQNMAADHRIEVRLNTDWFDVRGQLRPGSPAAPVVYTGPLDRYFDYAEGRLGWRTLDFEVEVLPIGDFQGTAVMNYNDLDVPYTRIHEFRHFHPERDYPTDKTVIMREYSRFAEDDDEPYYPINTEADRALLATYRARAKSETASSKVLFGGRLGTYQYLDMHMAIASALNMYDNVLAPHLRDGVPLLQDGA
PrPC TRFRET = inhibitors of human cell surface prion protein PrPC. inhibition, % at 13.8 µM. 370,000 tested, 0.43% active. TR-FRET read-out. AID 720596. P04156; in the data active means inhibition above about 24%; further: 0% = median of the test wells and 100% = reference compound wells
BioA inh = inhibitors of Mycobacterium tuberculosis BioA enzyme | purified M. tuberculosis BioA enzyme, plate reader | inhibition, % at 9.99 µM | 360,000 tested, 0.096% active | AID 602481; in the data active means inhibition above about 40%; inconclusive means no clear call, values can overlap the other calls
BoNT F protease = BoNT F light chain protease inhibition. inhibition, % at 10 µM. Multiplex microsphere protease cleavage assay, flow cytometry. 360,000 tested, 0.22% active. AID 588497; in the data active means inhibition above about 35%, passing the limit was not always enough; inconclusive means no clear call, values can overlap the other calls; further: plate controls were buffer without enzyme for full effect and enzyme alone for no effect
FBA Mtb inh = Mtb fructose-bisphosphate aldolase inhibition | 360,000 tested, 2.3% active | P9WQA3 | purified M. tuberculosis FBA, fluorescence read-out | inhibition, % at 1 µM; in the data active means inhibition above about 27%;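 further: 0% = vehicle and 100% = reference inhibitor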
Target sequence (P9WQA3 whole entry, looked up): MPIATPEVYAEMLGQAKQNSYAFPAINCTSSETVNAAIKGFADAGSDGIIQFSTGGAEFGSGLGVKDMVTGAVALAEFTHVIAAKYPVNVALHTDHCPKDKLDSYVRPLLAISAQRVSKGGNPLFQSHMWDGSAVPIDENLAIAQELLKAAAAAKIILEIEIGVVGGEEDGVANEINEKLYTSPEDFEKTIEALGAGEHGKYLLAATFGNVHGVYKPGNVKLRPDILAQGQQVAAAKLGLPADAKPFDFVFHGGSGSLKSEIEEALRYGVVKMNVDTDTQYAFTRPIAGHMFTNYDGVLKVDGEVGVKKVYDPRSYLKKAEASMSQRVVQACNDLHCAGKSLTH
FadD28 FP inh = blocks FadD28 binding to the bisubstrate probe. inhibition, % at 12.5 µM. fluorescence polarization. 360,000 tested, 0.22% active; in the data active means inhibition above about 8.5%, passing the limit was not always enough; inconclusive means no clear call, values can overlap the other calls
GDH-TPI counter = counter-screen for M. tuberculosis FBA inhibitors: GDH-TPI coupled enzymes; GDH-TPI coupled enzyme counterscreen, NADH absorbance; inhibition, % at 4.8 µM; 360,000 tested, 1.2% active;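 further: 0% = DMSO wells and 100% = wells lacking the enzyme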
CCHFV vOTU inh = blocks the CCHF virus ovarian tumor domain protease; 370,000 tested, 0.55% active; inhibition, % at 11.5 µM; CCHFV vOTU protease, Pep-AMC fluorescence; further: 0% = vehicle wells with enzyme and 100% = no enzyme wells
* = called active by the depositor; ? = inconclusive; nt = no result given; & = joins results of further samples. Unless noted, no stated cut-off is given here; in the data, active means inhibition above about 30%; inactive means the rest.

SMILES | BoNT A protease | Mtb UGM inh | PrPC TRFRET | BioA inh | BoNT F protease | FBA Mtb inh | FadD28 FP inh | GDH-TPI counter | CCHFV vOTU inh
Cc1ccc(OCC(=O)NCCNC(=O)c2cnccn2)cc1 | -3.2 | 0.6 | 4 | nt | -5 | -2 | -3.0 | -1 | -15
C=C(C)CSc1nncn1/N=C/c1ccc(OC)cc1 | 0.7 | 2.7 | 5 | nt | 6 | 2 | -2.4 | 20 | -6
COc1ccc(S(=O)(=O)N2CCOC2CNC(=O)C(=O)NCc2ccncc2)cc1C (configuration not stated) | 1.6 | 0.5 | 0 | -1.6 | 4 | 2 | 0.6 | -2 | 11
CN(C)S(=O)(=O)N1CCC(Oc2ccc(C(=O)N3CCCCCCC3)cc2)CC1 | 1.8 | -0.6 | 3 | -1.5 | 2 | 5 | 1.1 | -3 | -9
Cn1nnnc1SCC(=O)N1N=C(c2ccc(Cl)cc2)CC1c1ccco1 (configuration not stated) | -0.6 | -1.6 | 3 | -1.4 | -5 | -2 | -2.8 | -7 | -3
Cc1ccc2c(c1)N(Cc1ccc([N+](=O)[O-])cc1)C=NS2(=O)=O | 0.7 | 3.1 | -22 | 0.1 | 29 | 0 | 1.8 | 2 | -6
Cc1ccc(S(=O)(=O)NNc2ccccc2)cc1 | ? | -1.2 | nt | nt | -3 | 3 | -1.7 | 2 | nt
CCCCN(C=O)c1c(CC)nc2ccc(C(=O)NCCc3c[nH]c4ccccc34)cn12 | -0.4 | nt | -1 | -2.1 | -5 | 3 | 1.0 | 5 | -2
CCOC(=O)C1CCCN(C(=O)c2cccc(S(=O)(=O)N3CCOCC3)c2)C1 (configuration not stated) | -0.8 | -1.7 | 4 | 0.6 | -1 | 0 | -0.6 | 0 | 8
O=C(CCNC(=O)c1ccc(Cl)cc1)NCc1ccccc1Cl | nt | nt | -4 | -0.2 | nt | -2 | -4.1 | -2 | -4
COC(=O)[C@H](C)N1C/C=C\COc2c(Cl)cc(Cl)cc2S1(=O)=O | -0.3 | nt | 3 | -1.3 | 4 | -1 | -4.0 | 11 | 9
O=C(c1ncn(Cc2ccccc2)c1C(=O)N1CCc2ccccc2C1)N1CCc2ccccc2C1 | 1.2 | 2.0 | -8 | 1.4 | 0 | 3 | -1.9 | 9 | 19
Cc1[nH]c2ccc(Br)cc2c(=O)c1CN1CCCCCC1 | 3.6 | 3.5 | -3 | 1.4 | -25 | 0 | -11 | 3 | -17
Cc1ccsc1C(C(=O)NC(C)(C)C)N(Cc1ccco1)C(=O)c1csnn1 (configuration not stated) | -2.1 | -1.6 | 0 | 0.7 | 4 | 2 | -0.9 | 4 | -12
C/C(=N/NS(=O)(=O)c1ccc(Br)cc1)c1cccc(NC(=O)C2CC2)c1 | -0.4 | nt | -6 | -0.8 | 2 | -3 | -0.2 | -1 | 0
O=c1oc2cc(OCc3ccc(F)cc3F)ccc2cc1-c1ccccn1 | 0.1 | 4.2 | -1 | -1.7 | 7 | 18 | -0.4 | 7 | -12
Nc1ccc2c(c1)C/C(=C/c1ccco1)C2=O | 4.5 | 2.5 | 8 | nt | -10 | 0 | -3.9 | 12 | 11
Cc1cc(C)cc(C(=O)Nc2ccncc2)c1 | nt | 1.5 | 0 | -1.8 | nt | 4 | -2.2 | 9 | 0
Cc1cc(CN(C)Cc2c(C(=O)N3CCCCCCC3)nc3ccc(Cl)cn23)n[nH]1 | -0.2 | 0.6 | -4 | nt | 2 | 1 | 0.9 | 10 | 10
COc1ccc(S(=O)(=O)N2CCC(C(=O)N3CCCCCC3)CC2)cc1 | 0.2 | -2.6 | 11 | 1.3 | 5 | 0 | -0.2 | -3 | 5
Cc1cc(=O)oc2cc(NC(=O)c3ccccc3OC(F)F)ccc12 | -2.3 | -1.2 | 7 | nt | -17 | 53* | -0.6 | 17 | -35
O=C(C1CCCCC1)N1CCC(CO)(Cc2ccccc2Cl)CC1 | -0.5 | 0.5 | -4 | nt | -4 | 6 | 1.5 | 2 | 3
O=C(Nc1nnc(-c2ccccc2Cl)o1)c1ccco1 | 0.3 | 0.3 | -4 | 2.2 | 9 | 3 | -4.2 | -1 | 1
COc1ccc(-c2cc(C(=O)N3CCCC(C(F)(F)F)C3)c3ccccc3n2)cc1OC (configuration not stated) | -1.8 | nt | 1 | -1.1 | 0 | 4 | -6.7 | 14 | -14
CC1CCN(CC(=O)Nc2ccc(S(=O)(=O)N3CCC(C)CC3)cc2)CC1 | -1.4 | -1.5 | 1 | 0.7 | -21 | 2 | 0.2 | 0 | 7
The listing continues:
SMILES | BoNT A protease | Mtb UGM inh | PrPC TRFRET | BioA inh | BoNT F protease | FBA Mtb inh | FadD28 FP inh | GDH-TPI counter | CCHFV vOTU inh
Cc1nc(N)sc1-c1csc(Nc2ncccn2)n1 | -0.9 | nt | 2 | nt | -6 | 0 | -0.1 | 7 | -2
Cc1onc(-c2c(Cl)cccc2Cl)c1/C(N)=N/OC(=O)C1CC1 | -25 | 0.6 | 5 | -0.9 | ? | 1 | -4.2 | 5 | 1
CCOc1ccc(NC(=O)C2CCC(C)(C(=O)O)C2(C)C)cc1 (configuration not stated) | -0.3 | -0.3 | 2 | -0.6 | -6 | 0 | -0.3 | 1 | -17
CCCCn1nc2cc(C(=O)NCCCCc3ccccc3)ccc2c1OCC | -0.2 | 4.3 | -3 | -1.1 | -2 | 24 | -1.9 | -2 | 10
O=C(OCc1ccccc1)N1CCC2CC1c1cc(-c3ccc4c(c3)OCO4)ccc12 (configuration not stated) | -0.6 | nt | 10 | 0.0 | -5 | 1 | -2.9 | 0 | 2
COc1ccc(F)cc1-c1cc(C(=O)N2CCc3ccccc3C2)[nH]n1 | 0.0 | nt | 5 | 0.3 | 0 | 2 | 0.1 | -7 | 25
Cc1c(C#N)c2ccccc2n1CC(=O)NCc1ccccc1 | 0.0 | 0.2 | 5 | -0.7 | -1 | 1 | -0.9 | -4 | -4
C[C@H]1CN([C@@H](C)CO)C(=O)Cc2cc(NC(=O)CCC(F)(F)F)ccc2O[C@H]1CN(C)S(=O)(=O)c1ccc(F)cc1 | 0.6 | -1.4 | 11 | -1.0&-1.0 | 1 | -2 | -4.0 | 7 | 1
CC(C)CCNC(=O)CN(C(=O)Cn1nnc(-c2ccccc2F)n1)c1cccc2c1CCCC2 | 3.7 | 2.0 | 5 | -1.5 | 7 | -1 | -1.4 | -3 | 12
COc1ccc(NC(=S)NCc2cccs2)c(OC)c1 | 0.6 | 2.2 | 9 | nt | 6 | -12 | -3.6 | -3 | 8
CC(C)(C)c1ccc(OCC(=O)O/N=C(\N)c2ccncc2)cc1 | -1.3 | 4.7 | 4 | 2.9 | 6 | -2 | -1.2 | 3 | 10
N#Cc1c(Oc2ccc3ccccc3c2)sc(C(=O)c2ccccc2)c1N | -0.2 | 1.3 | -1 | 1.2 | ? | -1 | -4.3 | 6 | 8
Cc1ccc(C(=O)Nc2ccc3c(c2)C(=O)N(CC2CCCO2)C3=O)cc1 (configuration not stated) | -0.4 | -2.2 | -2 | -3.3 | 1 | 23 | 0.6 | 14 | -27
COc1cc(OC)cc(C(=O)NCC2CCCN(Cc3ccc(SC)cc3)C2)c1 (configuration not stated) | -4.0 | -2.5 | -20 | 0.2 | -34 | 2 | -3.3 | -4 | -6
CCOC(=O)c1c(S(=O)(=O)NCC(=O)Nc2cccc(C)c2C)c(C)n(C)c1C | -1.8 | 1.6 | 8 | -2.5 | 0 | 3 | 0.8 | 7 | -8
Cc1cccc(NC(=O)COC(=O)c2cc3ccccc3oc2=O)c1 | -0.1 | -1.4 | 1 | nt | 2 | 4 | -0.8 | 2 | -11
COc1ccccc1Oc1ccc(Oc2ccccc2OC)cc1 | -0.7 | nt | 7 | -0.4 | -9 | -2 | -1.4 | -2 | -7
COc1ccc(NS(=O)(=O)c2csc(C(=O)N3CCCC3)c2)c(OC)c1 | 0.7 | 0.0 | 13 | 1.6 | -7 | 1 | -1.8 | -1 | -4
O=C(O)CN1C(=O)C2C3CCC(C3)C2C1=O (configuration not stated) | -0.2 | nt | 7 | nt | -2 | -3 | 0.0 | 1 | 15
COc1ccc(/C=C2\SC(=O)N(CC(=O)Nc3ccc(F)cc3)C2=O)cc1O | -0.5 | 1.3 | -35 | -0.5 | 15 | -2 | -0.8 | 22 | 1
COc1ccc(NC(=O)COc2ccc(C(=O)OCC(=O)N(C(C)C)C(C)C)cc2OC)cc1 | 0.2 | -1.1 | -5 | -2.2 | 2 | 5 | 0.3 | 4 | 8
O=C(Nc1ccccc1)c1nc[nH]c1C(=O)NCCCCNC(=O)c1[nH]cnc1C(=O)Nc1ccccc1 | -0.5 | 0.6 | 1 | -3.1 | 1 | 1 | -0.5 | 6 | -6
CCOc1ccc(S(=O)(=O)N2CCCCC2)cc1NC(=O)Cc1ccsc1 | -1.7 | 1.2 | 1 | -1.9 | -9 | -4 | -0.8 | 4 | -6
Cc1ccccc1S(=O)(=O)N(C)C[C@@H]1OCc2ccccc2-c2c(n(C)c3ccccc23)C(=O)N([C@H](C)CO)C[C@@H]1C | 0.0 | nt | 2 | -1.0 | -7 | 3 | -1.7 | 16 | 5
Cc1[nH]c(=O)[nH]c(=O)c1C=CC(=O)NC(CO)CS(=O)Cc1ccccc1 (configuration not stated) | -0.1 | nt | -7 | 0.4 | 9 | 3 | -0.4 | 10 | 13
The list goes on.
SMILES | BoNT A protease | Mtb UGM inh | PrPC TRFRET | BioA inh | BoNT F protease | FBA Mtb inh | FadD28 FP inh | GDH-TPI counter | CCHFV vOTU inh
CCc1cc2c(cc3c(=O)n(CC(=O)N4CCN(C)CC4)ncn32)s1 | 0.5 | -1.9 | -2 | 1.7 | 0 | -2 | 0.0 | 2 | 5
CCOc1cc(C(=O)OCC(=O)N(C)c2ccccc2)cc(OCC)c1OCC | 1.4 | 2.0 | 1 | 0.1 | -17 | 1 | -2.6 | -1 | 3
Cc1ccc(C)c(N2CCN(S(=O)(=O)c3c(C(=O)N4CCCCC4)c(C)n(C)c3C)CC2)c1 | -0.4 | -0.9 | -5 | 0.9 | -3 | -1 | -2.2 | 7 | 1
CCn1nnc(NC(=O)COc2ccc(C3CCCCC3)cc2)n1 | 0.4 | -5.0 | nt | -0.2 | 3 | 0 | -0.4 | -10 | nt
Cc1cc(=O)n2nc(N3CCCC(C(=O)NCc4ccccc4C)C3)sc2n1 (configuration not stated) | 0.0 | 2.7 | -5 | 0.4 | -1 | -1 | -2.1 | 4 | -7
CC(=O)C1=CCC(c2ccccc2F)N(S(=O)(=O)c2ccc(C)cc2)C1 (configuration not stated) | 0.7 | nt | 5 | -0.9 | 4 | 6 | -11 | nt | -3
CCC1CCCCN1C(=O)CSc1nc2c(c(=O)n(C)c(=O)n2C)n1C (configuration not stated) | 0.5 | 2.3 | 0 | nt | -7 | 1 | -0.5 | -2 | -10
CC1CC(C)CN(S(=O)(=O)c2ccc(C(=O)N(C)Cc3ccccc3)cc2)C1 (configuration not stated) | -1.4 | -2.2 | -1 | -0.4 | -2 | -1 | -3.4 | 3 | -1
COc1cc(/C=N/NC(=O)c2ccoc2C)ccc1OCCN1CCCCC1 | 0.1 | 1.8 | -10 | 0.1 | -3 | -1 | nt | 22 | 11
Fc1ccc(-c2ccnc(=S)[nH]2)cc1 | -0.1 | -1.7 | 3 | 0.4 | -1 | 0 | -1.2 | 5 | -6

Quoted at random: 6 compounds from above, in no set order.
SMILES | BoNT A protease | Mtb UGM inh | PrPC TRFRET | BioA inh | BoNT F protease | FBA Mtb inh | FadD28 FP inh | GDH-TPI counter | CCHFV vOTU inh
CCC1CCCCN1C(=O)CSc1nc2c(c(=O)n(C)c(=O)n2C)n1C (configuration not stated) | 0.5 | 2.3 | 0 | nt | -7 | 1 | -0.5 | -2 | -10
CCn1nnc(NC(=O)COc2ccc(C3CCCCC3)cc2)n1 | 0.4 | -5.0 | nt | -0.2 | 3 | 0 | -0.4 | -10 | nt
CC1CC(C)CN(S(=O)(=O)c2ccc(C(=O)N(C)Cc3ccccc3)cc2)C1 (configuration not stated) | -1.4 | -2.2 | -1 | -0.4 | -2 | -1 | -3.4 | 3 | -1
Cc1ccc(C)c(N2CCN(S(=O)(=O)c3c(C(=O)N4CCCCC4)c(C)n(C)c3C)CC2)c1 | -0.4 | -0.9 | -5 | 0.9 | -3 | -1 | -2.2 | 7 | 1
CCc1cc2c(cc3c(=O)n(CC(=O)N4CCN(C)CC4)ncn32)s1 | 0.5 | -1.9 | -2 | 1.7 | 0 | -2 | 0.0 | 2 | 5
Fc1ccc(-c2ccnc(=S)[nH]2)cc1 | -0.1 | -1.7 | 3 | 0.4 | -1 | 0 | -1.2 | 5 | -6
